High-throughput results as filed in PubChem BioAssay.
DAGLB inh: blocks human DAGLB lipase activity; inhibition, % at 5.17 µM; hit rate 0.059% among 340,000; AID 504411; HEK293T DAGLB membrane lysate, EnzChek fluorogenic substrate; in the data active = inhibition above about 34%;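 note: 0% = enzyme with vehicle and 100% = wells lacking enzyme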
Target sequence (Q8NCG7 whole entry, looked up): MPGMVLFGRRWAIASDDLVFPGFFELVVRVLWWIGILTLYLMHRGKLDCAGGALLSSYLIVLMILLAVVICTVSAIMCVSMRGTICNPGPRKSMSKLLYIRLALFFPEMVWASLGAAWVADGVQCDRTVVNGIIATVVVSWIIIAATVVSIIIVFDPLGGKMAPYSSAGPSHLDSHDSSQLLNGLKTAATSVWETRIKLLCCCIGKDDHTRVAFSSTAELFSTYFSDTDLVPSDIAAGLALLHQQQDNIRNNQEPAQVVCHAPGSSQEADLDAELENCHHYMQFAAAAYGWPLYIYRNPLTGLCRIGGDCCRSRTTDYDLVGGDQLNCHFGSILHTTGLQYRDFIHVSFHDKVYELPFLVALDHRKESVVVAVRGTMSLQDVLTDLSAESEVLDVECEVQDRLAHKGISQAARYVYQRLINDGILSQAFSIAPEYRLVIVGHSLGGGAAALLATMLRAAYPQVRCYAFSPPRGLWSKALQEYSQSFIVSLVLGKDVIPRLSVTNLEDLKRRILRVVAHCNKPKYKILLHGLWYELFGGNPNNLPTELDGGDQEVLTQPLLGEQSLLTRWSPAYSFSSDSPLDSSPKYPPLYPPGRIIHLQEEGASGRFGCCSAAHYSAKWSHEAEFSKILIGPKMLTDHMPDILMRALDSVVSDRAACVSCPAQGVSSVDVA
Rtt109 HAT inh: inhibitors of Candida albicans Rtt109/Vps75 histone acetyltransferase. AID 540336. purified Rtt109/Vps75, ThioGlo CoA-SH fluorescence, 4 h. inhibition, % at 34.9 µM. hit rate 0.16% among 330,000. Q5AAJ8;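 active = inhibition of at least 50% in every replicate; inconclusive = best replicate reaches 50% inhibition but some replicates fall short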
Target sequence (Q5AAJ8 whole entry, looked up): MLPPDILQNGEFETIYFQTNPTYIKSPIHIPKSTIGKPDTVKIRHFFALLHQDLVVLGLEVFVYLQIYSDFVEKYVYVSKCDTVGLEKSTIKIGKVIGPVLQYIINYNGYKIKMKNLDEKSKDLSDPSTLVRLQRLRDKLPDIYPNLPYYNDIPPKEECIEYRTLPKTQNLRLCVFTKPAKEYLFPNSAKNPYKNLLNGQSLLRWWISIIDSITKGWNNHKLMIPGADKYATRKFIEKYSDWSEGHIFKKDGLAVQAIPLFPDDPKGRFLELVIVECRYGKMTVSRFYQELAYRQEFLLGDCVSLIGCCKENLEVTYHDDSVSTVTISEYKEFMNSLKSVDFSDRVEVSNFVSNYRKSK
Wnt act: activators of Wnt/beta-catenin signaling | Wnt/beta-catenin reporter cell assay, activator, plate reader | activation, % at 9.35 µM | hit rate 1.2% among 300,000 | AID 743398; in the data active = activation above about 30%, passing the limit was not always enough; inconclusive = no clear call, values can overlap the other calls;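 note: 0% = neutral control wells and 100% = positive control wells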
AddAB inh: less growth of phage-infected E. coli with AddAB; E. coli expressing H. pylori AddAB, absorbance growth; inhibition, % at 11.9 µM; hit rate 0.29% among 330,000; AID 435030; in the data active = inhibition above about 12%;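 note: 0% = vehicle wells of infected cells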
Tat transport: E. coli Tat transport inhibition; E. coli MC4100 TorA-mCherry Tat export, fluorescence; inhibition, % at 10 µM; hit rate 0.036% among 340,000;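 active = mean replicate inhibition at least 50% and at least half of replicates individually reaching 50%; inconclusive = only one of the two criteria met; inactive = neither criterion met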;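 note: exported cargo escapes ClpAP degradation while cytoplasmic cargo is degraded and loses fluorescence; 0% = median of neutral control wells and 100% = median of NaSCN control wells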
E coli growth: counter-screen for AddAB inhibitors: E. coli growth inhibition. E. coli V3065 growth, OD600 absorbance, 18 h. inhibition, % at 11.9 µM. hit rate 0.27% among 330,000. AID 449728;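 active = inhibition above the campaign's mean inhibition across all tested compounds plus 3 SD, cut at about 9.9% in these data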;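 note: uninfected addAB+ strain grown without phage in ampicillin broth; 0% = DMSO wells and 100% = ciprofloxacin 0.95 µg/ml wells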
phage Ecoli inh: E. coli growth loss with phage present | growth absorbance | inhibition, % at 11.9 µM | hit rate 0.26% among 360,000; in the data active = inhibition above about 11%
PfHsp90 set2: inhibits growth of yeast expressing Plasmodium falciparum Hsp90. S. cerevisiae expressing PfHsp90, BacTiter-Glo ATP, 48 h; yeast lacking PDR1 and PDR3 efflux regulators. inhibition, % at 9.4 µM. AID 504621. hit rate 0.32% among 310,000;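 active = every replicate shows inhibition above about 80%, whatever the replicate mean, limit read from the data; inconclusive = mean inhibition reaches the set limit but some replicate falls short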;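 note: 0% = DMSO neutral controls and 100% = 20 µM radicicol positive controls; yeast relying on Plasmodium falciparum Hsp90 in place of its own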
PvdQ inh: blocks Pseudomonas aeruginosa PvdQ acylase activity; hit rate 0.063% among 340,000; inhibition, % at 10 µM; purified PvdQ acylase, fluorescence plate reader; AID 488965; in the data active = inhibition above about 30%, passing the limit was not always enough; inconclusive = no clear call, values can overlap the other calls;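 note: 0% = vehicle neutral wells and 100% = reference inhibitor wells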
CAL PDZ FP: inhibitors of human CAL PDZ peptide binding. Q9HD26. purified CAL PDZ, TMR-peptide fluorescence polarization, 1 h. inhibition, % at 20 µM. hit rate 0.02% among 330,000. AID 504414;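 active = highest replicate inhibition of at least 40%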;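 note: plate controls were DMSO neutral control wells for no effect and unlabeled competitor peptide control wells for full effect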
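Test system: tagged CAL PDZ domain / Buffer or medium: sodium phosphate/NaCl buffer pH 7.4 with TCEP, IgG, Thesit / Reagent: TMR-labelled reporter peptide T*-PRC34 bound in PDZ groove / Compound dosing: single point, 20 µM / Schedule: 1 h incubation at room temperature before polarization reading / Technique: fluorescence polarization (mP) / Benchmarks: unlabelled peptide, DMSO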
* = called active by the depositor; ? = inconclusive; . = no result given.

SMILES | DAGLB inh | Rtt109 HAT inh | Wnt act | AddAB inh | Tat transport | E coli growth | phage Ecoli inh | PfHsp90 set2 | PvdQ inh | CAL PDZ FP
Cc1cc(=O)n(-c2ccc(Cl)cc2)c(=O)[nH]1 | -2 | 2 | 7 | 1.9 | -1 | -2.3 | 0.9 | . | -12 | 7.2
COc1ccc(CNC(=O)COC(=O)c2ccc(C)c(S(=O)(=O)N3CCOCC3)c2)cc1OC | -1 | 0 | -5 | 2.1 | -6 | 0.3 | 0.7 | 0 | -15 | -0.9
Cn1c(=O)cc(OCCCC(=O)NCc2ccc(F)cc2Cl)c2ccccc21 | 2 | . | -3 | -1.7 | -2 | -1.8 | 4.7 | -13 | -3 | -2.7
COC(=O)C1C(=O)C=C(Nc2ccc(F)cc2F)CC1c1ccccc1 (stereo not drawn) | 0 | -3 | 1 | 0.2 | -3 | -1.6 | 4.7 | -13 | -1 | -0.6
COCCCn1nnnc1SCC(=O)Nc1ccc2c(c1)OCCO2 | -2 | -12 | -1 | 2.4 | 5 | 0.9 | 4.2 | -18 | -9 | 0.8
O=C(O)c1cc(NC(=O)c2ccc(Cl)c([N+](=O)[O-])c2)cc(C(=O)O)c1 | 0 | -8 | . | -1.3 | 2 | -0.6 | 4.3 | 6 | -19 | -0.3
Cc1cc(=O)oc2cc(OCC(=O)Nc3ccc(S(=O)(=O)N(C)C)cc3)ccc12 | 0 | -3 | 4 | 1.2 | -1 | 6.3 | 2.7 | -18 | 3 | -1.3
COc1ccc(Cl)cc1Nc1nc(-c2sc(NC(=O)c3ccco3)nc2C)cs1 | 2 | -3 | -2 | -2.2 | 0 | -0.1 | 0.6 | -20 | -5 | 0.3
CCN(CC)S(=O)(=O)c1ccc(C(=O)N(c2ccc(C)cc2)C2C=CS(=O)(=O)C2)cc1 (stereo not drawn) | 0 | 2 | -3 | -2.3 | -1 | -1.8 | 3.2 | 4 | -11 | -1.3
O=c1[nH]c(SCc2cccc([N+](=O)[O-])c2)nc2[nH]ncc12 | 0 | -16 | 1 | 3.8 | 6 | 0.2 | 6.1 | -3 | -7 | -2.4
O=C(NCc1cccs1)C1CCN(S(=O)(=O)c2ccccc2F)CC1 | -5 | 16 | -3 | 2.5 | 0 | 2.8 | -1.3 | 0 | 7 | 1.2
O=C(NCc1cccs1)C1CC(c2ccc(Cl)c(Cl)c2)=NO1 (stereo not drawn) | 3 | -5 | -3 | 1.6 | -1 | 0.7 | 3.5 | -31 | -6 | -3.1
O=C(Nc1ccccc1C(=O)N1CCCCCC1)c1cccc(S(=O)(=O)N2CCOCC2)c1 | -2 | 14 | . | . | -3 | . | 0.1 | -3 | 1 | 0.3
CC1CN(S(=O)(=O)c2ccc(C(=O)N3CCc4ccccc43)cc2)CC(C)O1 (stereo not drawn) | -4 | 4 | -1 | 0.1 | -2 | 0.9 | 2.0 | -79 | 3 | -0.5
O=S(=O)(NCCSCc1c(Cl)cccc1Cl)c1ccc2c(c1)OCCO2 | -7 | 0 | -1 | 0.0 | -5 | -1.7 | 2.0 | 25 | -7 | -1.5
COc1ccc(C)cc1NC(=O)CCS(=O)(=O)c1ccc2c(c1)CCN2C(C)=O | -3 | . | -8 | -2.1 | 7 | -1.0 | 4.6 | 11 | 14 | -2.3
O=C(COC(=O)CCC1CCCCC1)Nc1ccc(OC(F)F)cc1 | -9 | 14 | 1 | -0.4 | 11 | 0.1 | 2.5 | 17 | -3 | -0.8
O=C(CN1CCCCCCC1)Nc1cc(Cl)cc(Cl)c1 | -9 | -2 | -2 | 1.2 | 10 | 1.1 | 2.5 | 0 | -20 | -0.4
CCc1nnc(NC(=O)CSc2nnc(C)n2Cc2ccccc2)s1 | 2 | 10 | 0 | -0.1 | -8 | -1.5 | 0.7 | -9 | 1 | -1.9
O=S(=O)(CCn1cccc1)CCn1cccc1 | -2 | -21 | -4 | -0.1 | 17 | 1.6 | 1.1 | -22 | -16 | -2.0
O=C(CSC(=S)N1CCOCC1)c1ccccc1 | -2 | -5 | 9 | 5.1 | 0 | 0.5 | 3.9 | 8 | -14 | -1.5
Cc1sc2nc(C3CC3)nc(N3CCN(C(=O)c4ccccc4F)CC3)c2c1C | -3 | 9 | -2 | 3.8 | 5 | -0.9 | 0.6 | -44 | -10 | -2.7
CCOC(=O)/C=C/C(=O)OCC(=O)Nc1ccc(C)cc1 | . | 34 | -4 | 4.2 | -17 | -1.9 | 4.0 | 17 | 5 | -0.1
O=C(/C=C/c1ccccc1)Nc1ccc2c(c1)C(=O)NC2=O | 0 | 5 | 2 | 2.8 | 7 | 2.7 | 1.8 | 6 | -9 | -2.5
O=c1oc(-c2ccc(O)c(O)c2)cc2cc(O)cc(O)c12 | 5 | 9 | 7 | 1.4 | 8 | -0.3 | 3.9 | 1 | -3 | 2.3

Remaining list, next part.
SMILES | DAGLB inh | Rtt109 HAT inh | Wnt act | AddAB inh | Tat transport | E coli growth | phage Ecoli inh | PfHsp90 set2 | PvdQ inh | CAL PDZ FP
Cn1nc(C(F)(F)F)cc1C(=O)O | -4 | 12 | 1 | 1.3 | 2 | -0.5 | 3.5 | 0 | -3 | -1.3
N#Cc1ccc(C2=CC(=O)C[C@H](c3ccc(Cl)cc3)C2)cc1 | -9 | 1 | -2 | 2.4 | 1 | 3.1 | 3.2 | -11 | -13 | -2.0
CC(C)(Oc1ccc(Cl)cc1)C(=O)NC1CC1 | 2 | -8 | 0 | 3.5 | -22 | -4.0 | -0.1 | -4 | 5 | -0.3
c1ccc(SCCOCCN2CCOCC2)cc1 | 0 | -7 | 1 | 3.1 | -4 | 1.7 | 2.5 | 7 | -17 | 1.8
COc1cccc(CNc2nc3nc(C)cc(=O)n3[nH]2)c1 | -4 | -23 | . | -0.8 | -2 | 2.2 | 4.4 | 11 | -6 | -0.6
O=C(c1ccccc1)c1cc2cc(Cl)ccc2[nH]1 | -9 | 0 | 18 | -2.0 | -10 | -0.5 | 0.3 | 15 | -9 | -1.4
COCCCN1C(=O)c2ccc(C(=O)OCC(=O)N3CCN(c4ccccc4)CC3)cc2C1=O | 0 | 4 | -6 | 4.2 | 11 | -0.4 | 2.1 | -4 | 3 | -0.4
Cc1ccc2c(CC(=O)NCc3ccc4c(c3)OCO4)coc2c1 | -5 | -5 | . | 1.7 | 5 | -0.9 | 2.5 | -10 | 10 | -1.1
COc1cc(/C=C(\C#N)c2nn(CCO)c(N)c2C#N)cc(OC)c1OC | -1 | -3 | 5 | 2.2 | ? | -2.6 | 1.9 | 2 | -12 | -1.8
O=C(NCCO)C(F)(F)C(F)(F)C(F)(F)OC(F)(C(=O)NCCO)C(F)(F)F (stereo not drawn) | -1 | -6 | 0 | 0.1 | 2 | 0.3 | 3.8 | -10 | -14 | -1.7
Cc1ccc(/C=N/Nc2ncnc3nc[nH]c23)cc1 | -1 | 17 | 47* | 2.0 | -4 | 3.9 | 1.4 | 17 | 0 | -1.8
CCOC(=O)N1CCN(S(=O)(=O)c2c(C)nc3sccn3c2=O)CC1 | -2 | -22 | -2 | 2.5 | 4 | -0.8 | 4.5 | 16 | 6 | 0.2
CS(=O)(=O)NCCNc1ncc(C(F)(F)F)cc1Cl | -1 | 5 | -2 | 3.6 | 5 | 2.5 | 3.3 | -17 | -7 | 0.5
O=C(Nn1cnc2ccccc2c1=O)c1ccccc1 | 4 | 4 | 15 | 1.7 | 0 | 2.1 | 1.3 | -5 | -15 | -0.8
CC1CN(C(=O)CCC(=O)N2CCOCC2)c2ccccc2O1 (stereo not drawn) | 0 | 10 | 2 | 2.0 | -5 | -0.1 | 4.7 | 10 | 3 | -0.7
Cc1cccc(NS(=O)(=O)c2ccc3[nH]c(=O)cc(C(=O)OC(C)C(=O)Nc4ccc([N+](=O)[O-])cc4)c3c2)c1 (stereo not drawn) | 7 | 3 | 2 | 0.5 | -10 | -0.4 | 1.2 | -15 | -3 | -1.3
COCCN(CCOC)S(=O)(=O)c1ccc(C(=O)Nc2nc(-c3ccccc3)c(C(=O)c3ccccc3)s2)cc1 | 3 | -7 | . | -1.7 | -2 | 0.9 | -0.6 | -3 | -2 | -1.9
COc1ccccc1NC(=O)c1cccs1 | -4 | 3 | -1 | 0.8 | -7 | -0.2 | 3.3 | -20 | 2 | 0.1
O=C(NCC1CCN(c2ccc(S(=O)(=O)N3CCOCC3)cc2)CC1)Nc1ccccc1 | 2 | 8 | -1 | 4.4 | -11 | 1.1 | 1.2 | -5 | 5 | -1.4
CN(Cc1ccccc1)C(=O)COC(=O)C1CCN(S(=O)(=O)c2ccc(Cl)c(C(F)(F)F)c2)CC1 | -1 | -2 | -3 | 2.8 | -4 | -1.4 | 3.5 | . | 3 | -1.4
CCOCCCNC(=O)c1ccccc1SCC | 2 | -5 | 3 | 3.3 | 2 | 0.4 | 1.6 | . | -7 | -0.3
COc1ccc(N2C(=O)CCC(C(=O)N3CCOCC3)C2c2ccc(F)cc2)cc1 (stereo not drawn) | -2 | -2 | 0 | 3.9 | 3 | -0.8 | 1.5 | -28 | 0 | 1.2
CC(C)(C)c1ccc(C(=O)NC(=O)COC(=O)CCS(=O)(=O)c2ccccc2)cc1 | -2 | -3 | -4 | 0.8 | 0 | -0.5 | -0.7 | -92 | -6 | 0.1
CS(=O)(=O)c1ccc2nc(NC(=O)c3ccc(Cl)cc3)sc2c1 | 0 | -1 | 0 | 3.5 | 2 | -0.9 | 1.8 | -12 | -15 | .
COc1ccc(Cn2c(=O)c3[nH]cnc3n(-c3ccccc3C)c2=O)cc1 | -1 | -4 | 0 | 0.0 | -6 | 0.4 | 0.7 | 5 | 3 | -0.4

Next section:
SMILES | DAGLB inh | Rtt109 HAT inh | Wnt act | AddAB inh | Tat transport | E coli growth | phage Ecoli inh | PfHsp90 set2 | PvdQ inh | CAL PDZ FP
COc1ccc(C)cc1NC(=O)CSc1nnc(COc2ccc(Cl)cc2)n1Cc1ccco1 | -1 | 12 | 1 | 0.5 | 7 | 1.9 | 2.1 | . | 2 | -1.6
Cc1ccc(-c2csc(NC(=O)CSc3nc4ccccc4o3)n2)cc1 | -8 | 1 | . | 3.9 | 15 | 0.5 | 1.8 | -35 | -1 | -0.6
O=C(CN(CC1CCCO1)S(=O)(=O)c1ccc(S(=O)(=O)NCC2CCCO2)cc1)Nc1ccccc1 (stereo not drawn) | 0 | -5 | -2 | 2.1 | 2 | -0.7 | 5.1 | 17 | 6 | 0.0
Cc1[nH]c(=O)[nH]c(=O)c1CSc1nnc([C@H](CC(C)C)NC(=O)OC(C)(C)C)o1 | 0 | 10 | . | -0.9 | -6 | -2.0 | 2.9 | -4 | -8 | -0.3
O=C(Cc1ccccc1)NC(c1ccco1)c1c(O)ccc2ccccc12 (stereo not drawn) | -1 | -1 | -6 | -2.4 | -7 | -2.0 | 4.1 | 3 | -8 | -3.5
COc1cc(/C=N/NC(=O)c2cccnc2)ccc1OC(=O)c1ccco1 | -1 | -4 | . | -1.4 | -2 | -0.6 | 0.6 | -15 | -4 | -3.2
CCN1C(=O)c2cccc3c(S(=O)(=O)N4CCNCC4)ccc1c23 | 3 | -3 | 5 | 0.3 | 6 | -1.1 | 1.5 | 10 | -5 | 0.3
Cc1cc(Cl)c2oc(C(=O)NC(C)c3ccncn3)c(C)c2c1 (stereo not drawn) | 1 | -1 | 0 | 2.4 | 2 | -1.2 | 0.1 | -4 | -3 | -1.6
